Screening data from PubChem BioAssay.
HP1b chromo inh: blocks HP1-beta chromodomain binding to methylated histone tails; Potency, µM (doses to about 114 µM), for inactives: top-dose activity change, negative = inhibition, hits mostly inhibitors; hit rate 0.56% among 390,000; AID 540317; AlphaScreen HP1-beta / biotin-H3K9me3 peptide binding; P83916; further: nearly all actives have a fitted effect of over 70% in size; inactives centre near 23
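AlphaScreen: HP1-beta (50 nM) preformed 30 min with biotin-H3(1-18)K9me3 peptide (50 nM) in PBS pH 7.4, 0.01% Tween-20. Compound added for 30 min at RT, then streptavidin donor/nickel chelate acceptor beads (10 ug/mL) for 30 min.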
GLS inh: blocks human kidney-isoform glutaminase activity; O94925; GLS enzymatic activity, qHTS titration; Potency, µM (doses to about 45.5 µM), without a hit: at the top dose activity change, negative = inhibition, actives largely listed as inhibitors; hit rate 0.21% among 410,000; AID 624170; further: on the % scale 0 is the no-effect control and ±100 the full control effect
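Assay buffer: 45 mM KH2PO4 pH 8.2, 0.02% Tween-20. hKGA acts on L-glutamine (1 mM solution added); product glutamate is reported by an oxidase/peroxidase Amplex Red coupling, with fluorescence taken at baseline and 30 min.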
JMJD2A Tudor: inhibitors of human JMJD2A Tudor domain; AID 504339; Potency, µM (titrated, usually from 114 µM), without a hit: top-dose activity change, negative = inhibition, usual class: inhibitors; hit rate 4.4% among 390,000; AlphaScreen JMJD2A-Tudor / H3K4me3 peptide binding; further: on the % scale 0 is the no-effect control and ±100 the full control effect; nearly all actives have a fitted effect of over 50% in size
PGK inhibitor: inhibitors of T. brucei phosphoglycerate kinase; P07378; PGK/GAPDH coupled, Kinase-Glo luminescence, 60 min; Potency, µM (top dose mostly 57.5 µM), without a hit: top-dose activity change, negative = inhibition, usual class: inhibitors; hit rate 0.043% among 380,000; AID 602233; further: on the % scale 0 is the no-effect control and ±100 the full control effect; nearly all actives have a fitted effect of over 60% in size
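Luminescent ATP detection (Kinase-Glo Plus) follows a 60-minute room-temperature incubation, with wells lacking PGK as controls. Buffer: 100 mM TEA (pH 7.6), 5 mM MgCl2, 0.01% Tween-20. Coupling enzyme GAPDH (100 nM final) supplies unstable 1,3-BPG in-well.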
BLM inh: Bloom syndrome helicase (human) inhibition; recombinant BLM DNA unwinding, fluorescence dequenching; Potency, µM (series often up to 56.1 µM), for the others: at the top dose activity change, negative = inhibition, usual class: inhibitors; hit rate 0.2% among 350,000; AID 2528;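 further: plate controls were vehicle for no effect and no enzyme for full effect; nearly all actives have a fitted effect of over 35% in size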
BAZ2B block: inhibitors of human BAZ2B bromodomain. Q9UIF8. AlphaScreen BAZ2B-H3K14Ac peptide displacement. Potency, µM (top dose mostly 114 µM), without a hit: at the top dose activity change, negative = inhibition, usual class: inhibitors. hit rate 4.4% among 360,000. AID 504333; further: on the % scale 0 is the no-effect control and ±100 the full control effect; nearly all actives have a fitted effect of over 60% in size
Target sequence (Q9UIF8 whole entry, looked up): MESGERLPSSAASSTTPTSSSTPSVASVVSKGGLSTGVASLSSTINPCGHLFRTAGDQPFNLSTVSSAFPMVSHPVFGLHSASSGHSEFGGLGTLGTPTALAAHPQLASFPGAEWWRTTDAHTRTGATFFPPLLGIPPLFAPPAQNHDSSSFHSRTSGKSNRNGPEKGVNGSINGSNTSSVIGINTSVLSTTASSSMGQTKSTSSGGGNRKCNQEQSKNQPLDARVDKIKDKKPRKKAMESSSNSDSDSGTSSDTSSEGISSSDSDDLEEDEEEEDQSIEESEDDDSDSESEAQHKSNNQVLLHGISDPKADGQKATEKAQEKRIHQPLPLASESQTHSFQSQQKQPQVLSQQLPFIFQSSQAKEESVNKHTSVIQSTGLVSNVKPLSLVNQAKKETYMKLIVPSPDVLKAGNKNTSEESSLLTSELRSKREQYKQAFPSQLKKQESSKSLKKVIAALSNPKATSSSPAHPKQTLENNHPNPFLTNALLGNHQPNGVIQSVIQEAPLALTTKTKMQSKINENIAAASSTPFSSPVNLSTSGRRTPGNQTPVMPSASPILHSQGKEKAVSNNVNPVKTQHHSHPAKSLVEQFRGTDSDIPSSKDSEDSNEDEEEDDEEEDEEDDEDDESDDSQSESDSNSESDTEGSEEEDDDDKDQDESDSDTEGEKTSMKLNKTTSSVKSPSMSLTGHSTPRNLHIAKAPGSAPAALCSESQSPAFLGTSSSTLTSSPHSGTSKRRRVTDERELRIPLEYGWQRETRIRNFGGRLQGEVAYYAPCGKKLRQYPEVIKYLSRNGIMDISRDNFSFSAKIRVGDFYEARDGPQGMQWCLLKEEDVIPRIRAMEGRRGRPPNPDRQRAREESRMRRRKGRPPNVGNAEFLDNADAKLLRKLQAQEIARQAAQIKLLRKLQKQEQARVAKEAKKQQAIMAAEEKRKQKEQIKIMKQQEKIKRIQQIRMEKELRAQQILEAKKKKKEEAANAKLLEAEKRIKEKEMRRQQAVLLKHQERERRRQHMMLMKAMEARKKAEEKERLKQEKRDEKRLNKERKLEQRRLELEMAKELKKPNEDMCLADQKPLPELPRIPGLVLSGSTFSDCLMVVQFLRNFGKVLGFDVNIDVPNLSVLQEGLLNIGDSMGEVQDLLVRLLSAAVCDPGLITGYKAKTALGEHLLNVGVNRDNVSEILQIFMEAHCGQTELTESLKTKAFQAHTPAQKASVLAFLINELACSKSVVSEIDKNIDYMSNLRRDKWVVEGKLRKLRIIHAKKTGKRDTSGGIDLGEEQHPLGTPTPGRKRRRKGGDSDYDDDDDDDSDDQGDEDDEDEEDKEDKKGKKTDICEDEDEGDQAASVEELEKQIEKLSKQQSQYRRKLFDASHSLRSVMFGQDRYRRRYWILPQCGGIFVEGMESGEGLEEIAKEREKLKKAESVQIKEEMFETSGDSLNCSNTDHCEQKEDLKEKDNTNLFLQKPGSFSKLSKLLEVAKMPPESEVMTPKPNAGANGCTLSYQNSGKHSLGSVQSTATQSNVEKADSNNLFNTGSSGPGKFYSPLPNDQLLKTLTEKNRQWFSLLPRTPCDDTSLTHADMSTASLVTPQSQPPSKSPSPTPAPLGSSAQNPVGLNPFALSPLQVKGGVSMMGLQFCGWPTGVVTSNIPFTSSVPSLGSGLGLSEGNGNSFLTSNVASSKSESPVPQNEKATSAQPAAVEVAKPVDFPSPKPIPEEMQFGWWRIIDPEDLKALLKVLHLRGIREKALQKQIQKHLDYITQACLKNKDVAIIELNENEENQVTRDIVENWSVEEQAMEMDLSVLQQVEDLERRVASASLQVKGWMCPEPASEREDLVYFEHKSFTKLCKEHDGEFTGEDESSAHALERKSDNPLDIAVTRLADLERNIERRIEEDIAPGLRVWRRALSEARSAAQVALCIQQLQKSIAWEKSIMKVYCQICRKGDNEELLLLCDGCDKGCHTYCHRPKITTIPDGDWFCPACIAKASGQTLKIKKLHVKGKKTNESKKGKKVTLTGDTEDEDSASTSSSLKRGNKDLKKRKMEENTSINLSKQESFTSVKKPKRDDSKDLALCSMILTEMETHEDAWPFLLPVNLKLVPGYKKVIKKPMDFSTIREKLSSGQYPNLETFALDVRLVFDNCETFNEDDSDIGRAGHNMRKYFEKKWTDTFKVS
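In this displacement format the biotinylated H3(5-23) peptide acetylated at Lys14 serves as ligand at 50 nM, with BAZ2B at 50 nM in PBS pH 7.4 containing 0.01% Tween-20. Donor and acceptor beads are 10 ug/mL final.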
POLI inh: inhibitors of human DNA polymerase iota; AID 588590; Potency, µM (series often up to 115 µM), for the others: top-dose activity, negative = inhibition, hits mostly inhibitors; Q9UNA4; hit rate 1% among 390,000; Pol iota fluorescent replication assay, 10 min
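Pol iota at 10 nM preincubated 15 min with compounds at room temperature; reaction started with fluorescent substrate, 50 nM final. Fluorescence read kinetically at 0 and 10 min; buffer-only wells as negative control.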
Pin1 inh: inhibitors of human Pin1; hit rate 0.009% among 390,000; Pin1 FP peptide displacement, HiFluor488, 10 min; Potency, µM (top dose mostly 115 µM), without a hit: top-dose activity, negative = inhibition, actives largely listed as inhibitors; Q13526; active means well fitted inhibition curve with a large enough effect in the polarisation, with a control signal flat, not every such curve was filed as active; inconclusive means small, poorly fitted or top-dose-only effect, or effect the other way, or a change in a side signal; inactive means no such curve, though single readings can be large or run the other way; the % refers to the polarisation; further: on the % scale 0 is the no-effect control and ±100 the full control effect
G9a block: inhibitors of human histone lysine methyltransferase G9a | AID 504332 | Potency, µM (doses to about 102 µM), for the others: at the highest dose activity, negative = inhibition, most hits filed as inhibitors | G9a H3K9 monomethylation, AlphaScreen, 2 h | hit rate 8.8% among 350,000; further: on the % scale 0 is the no-effect control and ±100 the full control effect; nearly all actives have a fitted effect of over 75% in size
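Signal arises when biotinylated H3K9 peptide, once monomethylated, bridges streptavidin donor and antibody-captured acceptor beads. Enzyme at 20 nM was preincubated 15 min with test compounds; peptide 500 nM and SAM 20 uM then reacted for 2 h.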
The depositor's hits bear a star; i = inactive; ? = inconclusive; . = no result given; & = joins results of further samples; [ ] = another dose, or the depositor's remark. Unless noted, the call rests on the fitted dose curve; in most records, active means well fitted curve in the direction sought with a large enough effect; inconclusive means small, poorly fitted or top-dose-only effect, or another doubt; inactive means no such curve, though single readings can be large; an effect the other way counts as inactive or inconclusive. Potency means the concentration at half of the fitted maximal effect. Not all compounds are listed; rates above refer to the full screens.

SMILES	HP1b chromo inh	GLS inh	JMJD2A Tudor	PGK inhibitor	BLM inh	BAZ2B block	POLI inh	Pin1 inh	G9a block
CCN(CC)S(=O)(=O)c1ccc(NC(=O)Cn2c(=O)sc3ccccc32)cc1	48%[activator]	-2%	-2%[57.1 µM]	-9%	0%	10%	-7%	35%[activator]	-6%[59 µM]
C#CCn1cc[n+](CC(=O)N(C)C)c1	36%	5%	-8%	1%	0%	?	4%	-8%	-7%[12.7 µM]
Cn1nc(-c2ccc(N3CCN(CCO)CC3)c([N+](=O)[O-])c2)c2ccccc2c1=O	33%	11%	-18%	-5%	-10%	-10%	3%	-1%	24%[12.7 µM]
Fc1ccc(CCNC(=S)Nc2ccc(F)cc2)cc1	29%	2%	-8%	-8%	-10%	6%	30%	1%	13%
CN(C(=O)COC(=O)c1cc(F)c(F)cc1Cl)c1ccccc1	28%	8%	9%	-4%	-2%	4%	33%[activator]	-5%	37%
O=C(N/N=C/c1ccccc1[N+](=O)[O-])c1ccc2nc[nH]c2c1	45%[activator]	-2%	-6%	i	-1%	-11%	-8%	3%	3%
COc1cc2ccccc2cc1C(=O)Nc1nc(C)c(C(C)=O)s1	33%	5%	-22%	-7%	-2%	6%	13%	-16%	.
Cc1cc(SCC(=O)c2ccccc2)n2ncc(-c3ccccc3)c2n1	44%[activator]	3%	-4%	-6%	-7%	6%	23%	27%	.
CCOC(=O)N1CCN(S(=O)(=O)c2ccc(C(=O)Nc3sc4c(c3C(N)=O)CCN(CC)C4)cc2)CC1	22%	23%	-26%	-5%	-3%	?	11%	?	50µM*
CNc1ccc(/C=C(\CCC(=O)O)c2nc3ccccc3s2)cc1[N+](=O)[O-]	29%	-23%	-17%	?	-29%	45µM*	-1%	3%	?
O=C(O)c1cccc(N/N=C/c2cc(Br)cc(Br)c2O)c1	-17%	3%	?	8%	1%	?	?	.	?
CCC/C=C(\CCC)C(NS(=O)(=O)c1cccc2cccnc12)c1ccc(C(=O)OC)cc1 (stereo unspecified)	25%	-3%	?	3%	-13%&-10%	-7%	-2%	?	?
CCC(C)N(C(=O)COC(=O)C1CCN(S(=O)(=O)c2ccc(C)c(C)c2)CC1)C1CCS(=O)(=O)C1 (stereo unspecified)	-1%	10%	-7%	-1%	.	-5%	43%[activator]	0%	3%[59 µM]
CCN(C(=O)c1cc(S(=O)(=O)N2CCOCC2)cn1C)c1cccc(C)c1	28%	11%	-18%	5%	0%	-5%	-6%	1%	11%
COc1cc2c(-c3ccccc3O)nc3c(c(C)nn3-c3ccccc3)c2cc1OC	5%&15%	7%&9%	-12%&-8%	-10%&-3%	-1%&0%	1%&-4%	16%&7%	-7%&1%	5%&7%[59 µM]
Cc1ncsc1CCSc1nc2ccccc2c(=O)n1C	27%	5%	0%	.	-11%	7%	14%	2%	-39%
CCOc1ccc(N(CC(=O)NC2CCCCC2)S(=O)(=O)c2ccccc2)cc1	12%	2%	-20%	2%	-1%	4%	119%[activator]	0%	?
O=C(CCS(=O)(=O)c1ccccc1)Nc1ncc([N+](=O)[O-])s1	7%	12%	-6%	-6%	-1%	-1%	-21%	-4%	45µM*
COc1ccc([N+](=O)[O-])c(S(=O)(=O)c2ccccc2)n1	40%[activator]	1%	-26%	-7%	2%	-18%	14µM*	1%	11µM*
COc1ccc(OC)c(/C=N/NC(=O)Cc2nc3ccccc3[nH]2)c1	6%	8%	-13%	-2%	-5%	-37%	-9%	-1%	6%[59 µM]
O=C(NCCCN1CCCC1=O)c1ccc(CNS(=O)(=O)c2ccc(F)cc2)cc1	25%	-2%	12%	-7%	0%	11%	-5%	5%	52%[activator][12.7 µM]
CCO[C@@H]1OC(C(=O)NC2CC2)=C[C@H](c2ccc3c(c2)OCO3)[C@H]1CCCO	12%	4%	-19%	-6%	-1%	-11%	-5%	-6%	18%[59 µM]
Cc1cc(C)c(NC(=O)Cn2cc(S(=O)(=O)Cc3ccccc3F)c3ccccc32)c(C)c1	3%	3%	-20%	3%	-4%	-15%	-2%	-3%	3%[59 µM]
Cc1c(N2C(=O)CSC2c2ccc(F)cc2)c(=O)n(-c2ccccc2)n1C (stereo unspecified)	21%	6%	-12%	-5%	1%	-9%	12%[58.9 µM]	-2%	7%
COc1ccccc1/C=C/C=C1\Oc2c(ccc(O)c2CN2CCN(CCO)CC2)C1=O	4%	6%	-23%	-9%	-6%	-20%	-20%	?	-19%[59 µM]
Cc1noc(C)c1S(=O)(=O)NCC(=O)O	26%	4%	?	-9%	-2%	7%	9%	0%	?
CNC(=O)N(O)C1N(/N=C/c2ccccc2F)C(=S)SC1(C)C (stereo unspecified)	9%	20%	-16%	-11%	-2%	-6%	?	7%	27%
NC(=O)CC[C@H](NC(=O)c1ccc(Cl)cc1)C(=O)NNC(=O)COc1cccc(Br)c1	38%[activator]	0%	-3%	-9%	.	.	15%	-1%	.
COc1ccc(Cl)cc1NC(=S)NCCc1ccc(S(N)(=O)=O)cc1	34%	-4%	-18%	-2%	-4%	-3%	19%	1%	?
C/C(=C\C(=S)Nc1ccccc1)Nc1ccccc1	-2%	13%	-33%	-3%	2%	?	8%	-8%	-10%[59 µM]

Reprinted at random: four compounds from above.
SMILES	HP1b chromo inh	GLS inh	JMJD2A Tudor	PGK inhibitor	BLM inh	BAZ2B block	POLI inh	Pin1 inh	G9a block
Cc1noc(C)c1S(=O)(=O)NCC(=O)O	26%	4%	?	-9%	-2%	7%	9%	0%	?
NC(=O)CC[C@H](NC(=O)c1ccc(Cl)cc1)C(=O)NNC(=O)COc1cccc(Br)c1	38%[activator]	0%	-3%	-9%	.	.	15%	-1%	.
O=C(NCCCN1CCCC1=O)c1ccc(CNS(=O)(=O)c2ccc(F)cc2)cc1	25%	-2%	12%	-7%	0%	11%	-5%	5%	52%[activator][12.7 µM]
CCN(CC)S(=O)(=O)c1ccc(NC(=O)Cn2c(=O)sc3ccccc32)cc1	48%[activator]	-2%	-2%[57.1 µM]	-9%	0%	10%	-7%	35%[activator]	-6%[59 µM]

The listing continues:
SMILES	HP1b chromo inh	GLS inh	JMJD2A Tudor	PGK inhibitor	BLM inh	BAZ2B block	POLI inh	Pin1 inh	G9a block
CN1CCCN(C(=O)CNC(=O)Cc2ccccc2)CC1	48%[activator]	-5%	-11%	i	3%	.	21%	-6%	11%
CC(=O)c1ccc(N2CCN(C(=O)Nc3ccc(Cl)cc3)CC2)cc1	4%	1%	-18%	-3%	-10%	.	110%[activator]	10%	5%
CSc1ncccc1C(=O)OCC(=O)Nc1ccc2c(c1)OCO2	16%	1%	-7%[57.1 µM]	4%	-6%	.	71%[activator]	2%	-11%
CCOc1ccc(C2OC(=O)Cc3cc(OC)c(OC)cc32)cc1 (stereo unspecified)	24%	13%	-20%	.	0%	9%	26%	?	2%[59 µM]
CN(C)C(=O)CSc1nnc(CCCCCNC(=O)OC(C)(C)C)o1	8%	2%	-10%	-7%	0%	5%	5%	2%	-27%
CC(C)C1C(c2ccccc2)N(C)C(c2ccccc2)CC1(O)c1ccccc1 (stereo unspecified)	23%	2%	-7%	-9%	-10%	7%	-7%	6%	31%[12.7 µM]
CCOC(=O)CSc1nc2sccc2c(=O)[nH]1	28%	-2%	3%	-2%	-2%	10%	20%	-3%	8%[59 µM]
CN(C)n1cccc1/C=C(\C#N)S(=O)(=O)c1cccc(Cl)c1	-12%	0%	-24%	-5%	-8%	-34%	-18%	10%	.
Cc1ccc(Cl)c2c1N[C@@H](c1ccc(C(=O)O)cc1)[C@H]1CC=C[C@@H]21	5%	5%	?	-4%	-2%	?	32µM*	?	?
c1ccc2nc3c(nc2c1)OCC1CCCCN31 (stereo unspecified)	37%	9%	20%	0%	-2%	8%	9%	5%	59%[activator]
CCOc1ccc(NC(=O)CN(C)C(=O)c2cc([N+](=O)[O-])ccc2N2CCCCC2)cc1OCC	-23%	4%	-34%	0%	.	-12%	6%	2%	2.2µM*
COc1ccc(C2CC(=O)C=C(NC3CCCC3)C2)cc1 (stereo unspecified)	5%	-11%	-6%	-5%	-10%	-17%	5%	4%	5%[59 µM]
Cc1cc(C(=O)CSc2nnnn2-c2ccccc2)c(C)n1CCc1ccccc1	18%	10%	-17%	-4%	-4%	6%	-2%	11%	4%
CC(C)(C)C(=O)OCc1nc(-c2ccc(O)c(O)c2)cs1	71µM*	?	3.5µM*	-11%	-17%	56µM*	32µM*	0%	?
CC1=C(C#N)C(C(F)(F)F)(C(F)(F)F)N=C(c2ccco2)N1	32%	12%	-13%	.	-3%	11%	25%	-7%	-34%[12.7 µM]
Cc1nn(-c2ccc(F)cc2F)c(=O)c2noc(C)c12	31%	-3%	-11%	-7%	-2%	0%	42%[activator]	0%	19%
O=C(COC(=O)c1cc(S(=O)(=O)N2CCOCC2)ccc1Cl)NCc1ccccc1	36%	0%	-6%	-8%	.	.	11%	-2%	.
COc1cccc(CN(CC(=O)NC2CCCC2)C(=O)c2csnn2)c1	25%	-4%	10%	17%	-2%	6%	-9%	1%	1%[59 µM]
CSc1ncccc1C(=O)NC1CC(C)(C)Cc2c1cnn2-c1ccccc1C (stereo unspecified)	26%	-1%	-2%	1%	-6%	-8%	22%	0%	5%
CCOC(=O)c1cccc(NC(=O)c2cncc(Br)c2)c1	45%	4%	-4%	-6%	1%	-5%	89µM*	?	27%[59 µM]
CC(C)N(C(=O)Cn1c(=O)oc2ccccc21)c1ccccc1	55%	5%	-6%	5%	1%	14%[57.1 µM]	1%	-3%	.

BAZ2B block, what is marked active above.
SMILES	HP1b chromo inh	GLS inh	JMJD2A Tudor	PGK inhibitor	BLM inh	BAZ2B block	POLI inh	Pin1 inh	G9a block
CNc1ccc(/C=C(\CCC(=O)O)c2nc3ccccc3s2)cc1[N+](=O)[O-]	29%	-23%	-17%	?	-29%	45µM*	-1%	3%	?
CC(C)(C)C(=O)OCc1nc(-c2ccc(O)c(O)c2)cs1	71µM*	?	3.5µM*	-11%	-17%	56µM*	32µM*	0%	?
